Assay outcomes: PubChem BioAssay, Sanford-Burnham Center for Chemical Genomics
TIM10 inh: TIM10 yeast growth inhibition | S. cerevisiae TIM10 strain growth, BacTiter-Glo luminescence, 24 h | inhibition, % at 10 µM | 330,000 tested, 1.4% active;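 active = inhibition of 40% or more at the single tested concentration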;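 also: wild-type TIM10 isogenic control strain grown at permissive 25 °C; 0% = DMSO yeast wells and 100% = minimal medium wells without yeast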
mIAP block: mouse IAP inhibition. inhibition, % at 10 µM. 330,000 tested, 0.2% active. purified mouse IAP, CDP-Star luminescence, 30 min. AID 2806;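 active = inhibition of at least 40% at 10 µM in the primary screen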;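 also: plate controls were DMSO with enzyme for no effect and no enzyme wells for full effect; values of inactives mirror those of a sister screen read the other way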
ATG4B inhibitor: blocks human ATG4B protease cleavage of LC3 substrate; 340,000 tested, 0.51% active; inhibition, % at 8.33 µM; AID 504462; Q9Y4P1; ATG4B cleavage of LC3-PLA2, NBD-HPC fluorescence, 1 h; in the data active = inhibition above about 40%
Target sequence (Q9Y4P1 whole entry, looked up): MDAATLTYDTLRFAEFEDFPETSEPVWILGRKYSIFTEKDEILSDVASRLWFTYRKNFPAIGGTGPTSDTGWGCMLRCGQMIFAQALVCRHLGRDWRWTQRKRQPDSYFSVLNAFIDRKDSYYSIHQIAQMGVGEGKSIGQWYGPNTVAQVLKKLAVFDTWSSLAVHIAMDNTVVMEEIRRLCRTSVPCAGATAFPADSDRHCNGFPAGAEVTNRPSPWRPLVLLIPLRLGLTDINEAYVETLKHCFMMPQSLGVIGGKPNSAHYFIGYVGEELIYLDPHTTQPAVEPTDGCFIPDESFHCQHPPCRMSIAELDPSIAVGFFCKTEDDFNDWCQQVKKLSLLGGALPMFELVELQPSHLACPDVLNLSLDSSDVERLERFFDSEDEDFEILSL
hIAP block: human IAP inhibition | inhibition, % at 10 µM | AID 2544 | purified IAP, CDP-Star luminescence, 30 min | P09923 | 330,000 tested, 0.12% active;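 active = inhibition reaching a set limit with compound at 10 µM in the primary screen, cut at about 35% in these data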;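 also: plate controls were DMSO wells with enzyme for no effect and no-enzyme buffer wells for full effect; values of inactives mirror those of a sister screen read the other way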
Target sequence (P09923 whole entry, looked up): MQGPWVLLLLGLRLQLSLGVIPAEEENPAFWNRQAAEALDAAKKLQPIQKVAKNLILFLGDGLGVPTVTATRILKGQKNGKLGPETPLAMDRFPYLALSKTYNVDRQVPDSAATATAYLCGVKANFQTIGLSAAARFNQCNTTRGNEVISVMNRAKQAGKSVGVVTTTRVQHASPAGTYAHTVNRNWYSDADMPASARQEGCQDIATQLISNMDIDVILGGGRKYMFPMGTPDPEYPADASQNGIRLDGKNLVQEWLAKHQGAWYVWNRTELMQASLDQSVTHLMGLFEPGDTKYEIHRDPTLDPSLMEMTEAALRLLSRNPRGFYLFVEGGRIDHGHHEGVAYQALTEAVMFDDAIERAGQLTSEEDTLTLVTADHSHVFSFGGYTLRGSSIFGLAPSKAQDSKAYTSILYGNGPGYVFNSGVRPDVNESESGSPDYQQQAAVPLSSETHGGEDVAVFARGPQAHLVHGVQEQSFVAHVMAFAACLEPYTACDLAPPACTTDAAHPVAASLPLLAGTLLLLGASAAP
tim10-1 inh: tim10-1 yeast growth inhibition. 330,000 tested, 2.2% active. S. cerevisiae tim10-1 ts strain growth, BacTiter-Glo, 24 h. AID 463190. inhibition, % at 20 µM;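 active = inhibition of at least 40%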;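 also: mutant grown at 25 °C; 0% = DMSO wells with yeast and 100% = wells holding no yeast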
hIAP act: human IAP activation | activation factor at 10 µM | AID 2524 | 330,000 tested, 0.16% active | P09923 | purified human IAP, CDP-Star luminescence, 30 min; stronger effect = higher value; 1 = vehicle-only enzyme, 0 = enzyme-free background;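 active = activation factor of the enzyme at least 2-fold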; also: the source names both 10 and 20 µM as test concentration; values of inactives mirror those of a sister screen read the other way
mIAP activ: mouse IAP activation; muIAP, CDP-Star luminescence, 30 min; stronger effect = higher value; 1 = vehicle-only enzyme signal, 0 = enzyme-free wells; activation factor at 10 µM; 330,000 tested, 0.24% active;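 active = activation factor of at least 2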; also: the source names both 10 and 20 µM as test concentration; values of inactives mirror those of a sister screen read the other way
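Assay system: mouse IAP enzyme / Compound: DMSO-dissolved test compounds / Timing: 30 min, room temperature / Measured by: luminescence from enzymatic CDP-Star hydrolysis / Control set: DMSO-only wells, enzyme-free buffer wells as negative control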
NLRP3 yeast inh: inhibitors of NALP3 inflammasome in yeast. Yeast reconstituted NLRP3/ASC/caspase-1, beta-gal luminescence, 24 h. inhibition, % at 10 µM. 330,000 tested, 0.39% active. AID 2825;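 active = inhibition of 50% or more; inactive = inhibition below 50%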;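 also: plate controls were induced DMSO wells for no effect and uninduced yeast grown without galactose for full effect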
Apaf1 inhib: human Apaf-1 inhibition. 330,000 tested, 0.71% active. inhibition, % at 20 µM. reconstituted apoptosome caspase-3 activity, DEVD-Rh110 fluorescence; active = inhibition of at least 40% at 20 µM;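 also: plate controls were DMSO wells for no effect and DEVD-CHO caspase inhibitor wells for full effect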
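Assay system: Apoptosome proteins | Medium: pH 7.5 Hepes buffer with CHAPS, BSA, DTT | Also added: Cytochrome c and DEVD-Rh110 substrate | Times: 30 min plus 50 min, RT | Detection: Rhodamine 110 fluorescence at Ex 480/Em 540 nm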
The depositor's hits bear a star; · = no result given; & = joins results of further samples. No enrichment for hits; about 4.5% have a hit in one of these screens.

SMILES	TIM10 inh	mIAP block	ATG4B inhibitor	hIAP block	tim10-1 inh	hIAP act	mIAP activ	NLRP3 yeast inh	Apaf1 inhib
CNC(=O)NC(=O)CSc1nc(-c2cccs2)c(C#N)c(=O)[nH]1	7	13	-2	8	0	0.92	0.87	6	5
CCOC(=O)c1cc2cc(OCc3ccccc3)ccc2nc1C	0	9	0	16	-74	0.84	0.91	36	17
CCn1c(SCC(=O)Nc2sc3c(c2C#N)CCCC3)nnc1-c1ccncc1	6	5	26	-3	6	1	0.95	17	16
Cc1ccc(C(=O)C[n+]2cc(-c3ccccc3)n3c2CCCCC3)cc1	5&6	-2&-11	3&11	7&-4	7&7	0.93&1	1&1.1	-5&11	1&-11
CCn1c(SCc2cccc(F)c2)nnc1-c1ccncc1	4	2	-2	-3	36	1	0.98	4	9
C[C@@H]1C[C@H](O)c2cc(Cl)ccc2N1	-3	2	-4	-8	9	1.1	0.98	11	-18
C[C@]1(C(=O)O)Cc2oncc2C[C@@H]1C(=O)O	3	7	8	12	5	0.88	0.93	9	1
COc1ccc(S(=O)(=O)N2CCCCCC2)cc1N(C)S(=O)(=O)c1ccc(C)cc1	20	10	4	8	29	0.92	0.91	17	7
c1ccc(CCN2CN=C(Nc3nc4ccccc4s3)NC2)cc1	9	-15	0	12	-4	0.88	1.1	33	-4
CCN(CC)S(=O)(=O)c1cccc(C(=O)Nc2cc(C)nn2-c2ccccc2)c1	14	-9	-4	1	12	0.99	1.1	-8	4
CCN(CC(=O)Nc1ccccc1OC)C(=O)C1CCC1	4	-1	0	-24	-15	1.2	1	6	3
COc1ccc(C(C(=O)NCC2CCCO2)N(C(=O)CNC(=O)c2cccs2)c2ccc(NC(C)=O)cc2)cc1OC (centres undefined)	3	-4	-2	18	13	0.82	1	8	3
CC(OC(=O)C1=COCCO1)C(=O)Nc1ncc(Cl)cc1Cl (centres undefined)	-1	7	5	24	-2	0.76	0.93	13	-7
Clc1ccc(-n2cc(-c3ccc(Br)cc3)[n+]3c2CCCCC3)cc1	-23	-14	-3	-17	-3	1.2	1.1	7	-1
C/C(CC(=O)Nc1cccc(Cl)c1Cl)=N\NC(=O)C(=O)N1CCCC1	11	12	2	-14	26	1.1	0.88	21	-6
COc1ccc(OC)c(NC(=O)CCN2CC(C)CC(C)C2)c1 (centres undefined)	-11	-18	1	-16	1	1.2	1.2	22	-2
CCc1nnc(SCC(=O)Nc2ccc(N3CCN(S(C)(=O)=O)CC3)cc2)o1	4	10	3	18	-14	0.82	0.91	-5	1
Cc1ccccc1NC(=O)COC(=O)c1cc[n+]([O-])cc1	4	0	-6	19	7	0.81	1	3	1
CCc1nc2ccc(C(=O)Nc3ccc4c(c3)OCO4)cc2nc1CC	-34	22	11	4	-17	0.96	0.79	20	-7
COC(=O)Nc1ccc(S(=O)(=O)N2CCCC(C(=O)N3CCC(C)CC3)C2)cc1 (centres undefined)	0	-20	4	-10	3	1.1	1.2	3	4
Cc1ccccc1OCC(=O)OCC(=O)Nc1ccc(Cl)cn1	6	5	-2	9	-7	0.91	0.95	8	13
Cc1ccc(CN2CCN(Cc3c(C)nn(C(C)C)c3C)CC2CCO)o1 (centres undefined)	8	8	-7	-8	6	1.1	0.92	8	-1
Cc1nn(-c2ccccc2)c(Oc2ccc(F)cc2)c1/C=N/n1cnnc1	14	-5	-7	8	22	0.93	1.1	8	4
Oc1c(CN2CCCC(C(F)(F)F)C2)cc(Cl)c2ccccc12 (centres undefined)	25	-2	5	4	42*	0.96	1	12	21
COc1ccc(N(CC(=O)NC2CCCC2)S(=O)(=O)c2ccc(NC(C)=O)cc2)cc1	8	4	-5	3	12	0.97	0.96	14	-3
CCOC(=O)c1c(NC(=O)c2cccs2)sc2c1CCCC2	-5	5	-14	0	12	1	0.95	10	1
O=C(O)c1cc(NCc2cccs2)ccc1N1CCOCC1	8	1	-6	-11	-7	1.1	0.99	4	-1
Cc1cccc(C(=O)Nc2ccc(C(=O)c3ccccc3)cc2)c1	21	6	22	-10	15	1.1	0.94	31	-5
CC(O/N=C/c1ccc(OC(F)F)cc1)C(=O)Nc1cccc(S(=O)(=O)N2CCOCC2)c1 (centres undefined)	15	5	-13	-4	27	1	0.95	12	8
NS(=O)(=O)c1ccc(NC(=O)c2cccc3ccccc23)cc1	8	7	-1	6	-12	0.94	0.93	3	4
COc1ccc(N2CCN(C(=O)COC(=O)c3ccc(CSC)o3)CC2)cc1	1	-2	-11	7	8	0.93	1	18	3
C=CC[C@@H](CC(=O)N(CCO)Cc1ccccc1)C(=O)N[C@H](COC(=O)[C@@H](CC=C)Cc1ccc(F)cc1)C(C)(C)C	-1	-5	-11	-12	18	1.1	1.1	18	23
O=C(NC(=S)Nc1ccc2c(c1)OCCO2)c1ccc(F)cc1Cl	15	1	6	13	23	0.87	0.99	19	-6
O=C(NCCSCc1ccccc1)c1ccc(F)cc1	-7	-5	-9	0	4	1	1.1	23	-3
CCOC(=O)/C(C#N)=C/Nc1cc(C(C)(C)C)sc1C(C)=O	0	-4	7	-10	-1	1.1	1	20	-11
CC(=O)Nc1cc(NC(C)=O)cc(C(=O)NCC2(N3CCOCC3)CCCCC2)c1	-8	1	-6	-6	1	1.1	0.99	18	-8
COc1cc(CC(=O)OCC(=O)Nc2ccc([N+](=O)[O-])cc2)cc(OC)c1OC	-2	-6	-7	-7	8	1.1	1.1	7	-7
COc1ccc([N+](=O)[O-])cc1NC(=O)C(C)OC(=O)CN1C(=O)C2CC=CCC2C1=O (centres undefined)	7	2	-8	2	7	0.98	0.98	5	5
Cc1ccccc1NC(=O)CSc1nc(N2CCCCC2)nc(N2CCCCC2)n1	-5	-2	-3	-3	16	1	1	6	17
Cc1ccc(CN(c2ccc(C(=O)NCc3cccnc3)cc2)S(C)(=O)=O)cc1	6	11	3	17	9	0.83	0.89	7	-12
CCCCOc1ccc(C(=O)NN2C(=O)NC3(CCCCC3)C2=O)cc1OC	1	-5	5	-2	5	1	1.1	26	-3
CC(=O)Cn1ncc(N2CCOCC2)c(Br)c1=O	3	9	3	12	9	0.88	0.91	2	-6
O=C(COC(=O)/C=C/c1ccc(Cl)cc1)NC(=O)NCc1ccccc1	7	-14	6	-7	-2	1.1	1.1	1	5
O=C(NCCCN1CCCC1)c1ccc(CSCc2cccc(Cl)c2)o1	-20	2	6	-11	6	1.1	0.98	4	-12
COc1ccc(CN2CCC(C(=O)Nc3ccc(Oc4cccnc4)cc3)CC2)c(C)c1C	-3	-97	3	-2	25	1	2	17	14
CC(C)CN(C(=O)COC(=O)c1ccc([N+](=O)[O-])s1)c1c(N)n(Cc2ccccc2)c(=O)[nH]c1=O	0	6	-16	-5	3	1.1	0.94	12	15
CCN(CC(=O)NCC(=O)Nc1cccc(C)c1C)Cc1ccccc1	11	-4	-1	2	2	0.98	1	24	7
CN(C)C(=O)CSc1nnc(CCN)o1	-1	8	1	-7	10	1.1	0.92	30	-12
Cc1cc(=O)nc2c3ccccc3n(CC(=O)NCCCN3CCOCC3)n12	-6	-6	8	12	-8	0.88	1.1	10	-5
O=[N+]([O-])c1ccccc1N/N=C1\CC2CC=CC12 (centres undefined)	1	9	5	20	9	0.8	0.91	38	11
CCOC(=O)c1sc(NC(=O)c2ccccc2OCC)nc1C	30	-11	-5	-1	21	1	1.1	28	3
CCc1nnc(NC(=O)CCS(=O)(=O)c2ccccc2)s1	-7	-6	4	-15	6	1.2	1.1	8	-4
COC(=O)c1cc(S(=O)(=O)N2CCCCC2)ccc1N1CCOCC1	8	9	9	10	4	0.9	0.91	14	4
COc1ccc(NC(=O)c2sc(Cl)nc2-c2ccccc2)cc1	4	3	0	22	29	0.78	0.97	18	-5
O=C(Nc1ccc(OC(F)(F)F)cc1)c1ccc2nc[nH]c2c1	3	12	-5	19	8	0.81	0.88	21	16
CCCc1cc(=O)[nH]c(SCC(=O)N(CC)Cc2ccccc2)n1	6	8	-24	-6	19	1.1	0.92	4	6
CC(C)(C#N)Cc1cc(CC(C)(C)C#N)cc(C(C)(C)C)c1	16	3	0	7	26	0.93	0.97	-11	12
Cc1cccc(NC(=O)C2C3C=CC(O3)C2C(=O)O)c1 (centres undefined)	9	3	·	0	16	1	0.97	19	-5
O=C(C/C=N\O)Nc1ccc(Oc2ccccc2)cc1	14	8	3	12	7	0.88	0.93	27	-1
CC(C)c1nc(C(N)=O)c2[nH]c(=O)n(-c3ccc(F)cc3)c2n1	3	22	1	6	5	0.94	0.78	9	1

No new results follow: an excerpt of the list.
SMILES	TIM10 inh	mIAP block	ATG4B inhibitor	hIAP block	tim10-1 inh	hIAP act	mIAP activ	NLRP3 yeast inh	Apaf1 inhib
O=C(COC(=O)/C=C/c1ccc(Cl)cc1)NC(=O)NCc1ccccc1	7	-14	6	-7	-2	1.1	1.1	1	5
O=C(NCCCN1CCCC1)c1ccc(CSCc2cccc(Cl)c2)o1	-20	2	6	-11	6	1.1	0.98	4	-12
COc1ccc(CN2CCC(C(=O)Nc3ccc(Oc4cccnc4)cc3)CC2)c(C)c1C	-3	-97	3	-2	25	1	2	17	14
CC(C)CN(C(=O)COC(=O)c1ccc([N+](=O)[O-])s1)c1c(N)n(Cc2ccccc2)c(=O)[nH]c1=O	0	6	-16	-5	3	1.1	0.94	12	15
CCN(CC(=O)NCC(=O)Nc1cccc(C)c1C)Cc1ccccc1	11	-4	-1	2	2	0.98	1	24	7

(cont.)
SMILES	TIM10 inh	mIAP block	ATG4B inhibitor	hIAP block	tim10-1 inh	hIAP act	mIAP activ	NLRP3 yeast inh	Apaf1 inhib
COCCOc1ccc(C(F)(F)F)cc1NC(=O)c1ccc(C)cc1	12	2	-5	-2	14	1	0.98	26	-12
O=C(CN1C(=O)NC2(CCCC2)C1=O)Nc1cc(S(=O)(=O)N2CCOCC2)ccc1OCC(F)(F)F	4	0	4	-3	-9	1	1	4	3
COc1ccccc1CNn1c(-c2cccc(C)c2)nc2ccccc2c1=O	19	22	0	-2	-9	1	0.78	23	10
Cc1cc(CCN2CCC(=O)NC2=S)ccc1OC(C)C	14	-1	-13	-6	24	1.1	1	12	7
CCOC(=O)C1=C(C)C(c2ccc(OC)cc2OC)NC(=O)N1 (centres undefined)	3	0	-9	11	3	0.89	1	-4	-13
CC1CCCCC1NC(=O)COC(=O)/C=C/c1ccco1 (centres undefined)	5	-8	-1	-7	14	1.1	1.1	17	4
COc1cc(C(=O)Oc2cc(C)cc(C)c2)cc(OC)c1OC	21	-3	12	18	20	0.82	1	36	11
Cc1ccccc1-c1nc2cc(N)ccc2o1	12	-6	-1	-8	17	1.1	1.1	3	-20
CCCc1cc(=O)[nH]c2nnc(SCC(=O)Nc3nnc(CC)s3)n12	3	0	1	-10	-6	1.1	1	1	5
COC(=O)[C@H](Cc1c[nH]c2ccccc12)NC(=O)NCc1ccccc1	-9	-3	7	11	10	0.89	1	10	1
Cc1ccc(S(=O)(=O)/C(C#N)=C/c2c(N3CCN(C)CC3)nc3ccccn3c2=O)cc1	-18	1	0	-19	-25	1.2	0.99	21	-1
CCOc1ccc(OCC)c(NC(=O)c2ccc(CNc3c(N4CCCC4)c(=O)c3=O)cc2)c1	12	3	25	10	1	0.9	0.97	5	-9
COc1ccc(NC(=O)N2CCCCC2c2cccnc2)cc1 (centres undefined)	4	2	-6	4	3	0.96	0.98	-2	-3
CCOC(=O)N1CCC(Nc2c(-c3ccc(C)c(C)c3)c(=O)c2=O)CC1	12	-2	-8	0	3	1	1	20	-202
